Shiga inhibitor: blocks Shiga toxin action in Vero cells | actives 9.2% (n = 290,000) | Vero cells, Shiga toxin protein synthesis inhibition reporter | inhibition, % at 38.7 µM | AID 2315; in the data active = inhibition mostly above about 28%, no sharp cut-off; inactive = mostly below about 43%; note: 0% is about no effect
FBPA Giardia inh: Giardia lamblia aldolase inhibition. actives 0.71% (n = 290,000). purified Giardia FBPA. AID 2451. A8B2U2. Potency, µM (highest dose often 59.6 µM), for the others: top-dose activity, negative = inhibition, hits mostly inhibitors; note: potency is the fitted concentration of half-maximal effect; % is set by controls: 0 for no effect and ±100 for the full control effect; nearly all actives have a fitted effect of over 55% in size
Target sequence (A8B2U2 whole entry, looked up): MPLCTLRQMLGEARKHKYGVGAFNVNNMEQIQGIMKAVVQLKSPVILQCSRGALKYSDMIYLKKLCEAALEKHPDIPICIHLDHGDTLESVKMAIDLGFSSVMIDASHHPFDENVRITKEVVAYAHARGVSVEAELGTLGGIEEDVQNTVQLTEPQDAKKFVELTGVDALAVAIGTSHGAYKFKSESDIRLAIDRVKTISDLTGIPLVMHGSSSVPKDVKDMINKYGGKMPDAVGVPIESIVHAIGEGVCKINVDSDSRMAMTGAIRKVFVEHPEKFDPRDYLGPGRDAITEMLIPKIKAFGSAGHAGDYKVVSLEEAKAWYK
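40 nM FBPA preincubated 10 min at RT with compound (up to 57.5 uM final), then substrate plus GAPDH/TPI/NAD/arsenate coupling and diaphorase/resazurin added. Fluorescence read after 20 min at RT, 525/598 nm.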
Pf growth 48h: inhibits P. falciparum growth in the first generation, 48 h | actives 5.9% (n = 310,000) | P. falciparum luciferase growth in erythrocytes, 48 h | AID 504832 | Potency, µM (top dose mostly 28.7 µM), for the others: top-dose activity change, negative = inhibition, hits mostly inhibitors; note: potency is the fitted concentration of half-maximal effect; % is set by controls: 0 for no effect and ±100 for the full control effect
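Parasite viability was followed by luminescence of a genomically integrated firefly luciferase. Cultures held 0.1% parasitemia at 2% hematocrit (final), incubated under 5% CO2 at 37 C.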
Cycloheximide cs: affects cycloheximide protein synthesis inhibition readout, counter-screen. max response, %. AID 2314. cell reporter, cycloheximide protein synthesis inhibition counterscreen. actives 12% (n = 300,000); in the data active = max response mostly above about 13%, no sharp cut-off; inactive = mostly below about 14%; note: read at 38.3 µM for the half of the compounds with a filed dose; 0% is about no effect
Pf growth 96h: P. falciparum growth inhibition at 96 hours; actives 6.9% (n = 320,000); Potency, µM (top dose mostly 28.7 µM), for inactives: at the top dose activity change, negative = inhibition, actives largely listed as inhibitors; P. falciparum luciferase reporter growth, 96 h; AID 504834; note: potency is the fitted concentration of half-maximal effect; % is set by controls: 0 for no effect and ±100 for the full control effect
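Readout is luminescence from an integrated firefly luciferase in P. falciparum. Red cells, 2% hematocrit and 0.05% parasitemia final, were cultured with compound through two parasite generations (96 hours) at 37 C, 5% CO2.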
HCV inh: blocks hepatitis C virus. Huh7.5.1 HCVcc-Cre infection, luciferase reporter, 44 h. Potency, µM (highest dose often 41.8 µM), without a hit: at the top dose activity change, negative = inhibition, hits mostly inhibitors. actives 3.4% (n = 340,000); note: potency is the fitted concentration of half-maximal effect; % is set by controls: 0 for no effect and ±100 for the full control effect
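Cells seeded at 1,000/well and cultured 4 h, then compounds added followed by HCVcc-Cre virus (~0.5 moi). After 44 h further culture, luciferase substrate was added, plates held 15 min at room temperature, and luminescence read for 15 sec.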
Starred values were filed as active, the others as inactive; ? = inconclusive; · = not tested or not shown; [ ] = dose if it differs, or a comment. Unless noted, calls come from the whole dose curve; as a rule, active = well fitted curve in the direction sought with a large enough effect; inconclusive = small, poorly fitted or top-dose-only effect, or another doubt; inactive = no such curve, though single readings can be large; an effect the other way counts as inactive or inconclusive.

SMILES | Shiga inhibitor | FBPA Giardia inh | Pf growth 48h | Cycloheximide cs | Pf growth 96h | HCV inh
CC1CCCC(NC(=S)Nc2ccc(SC(F)F)cc2)C1C (configuration not stated) | 36 | -10% | ? | 25* | · | 32µM*
Nc1cc(Cl)ccc1N1CCCC1 | -5 | -14% | 2.1µM* | -6 | ? | 6%
COc1ccccc1NC(=O)c1ccc(NC(=O)Cc2n[nH]c(=O)c3ccccc23)cc1 | -1 | 1% | -1% | 1 | -28% | -30%
CCCn1c(SCC(=O)c2cc(C)c(C)cc2C)n[nH]c1=O | -18 | -1% | 13% | -3 | · | ?
CN(C)c1ccc(NC(=S)c2ccc3ccccc3n2)cc1 | 113* | -8% | 104%[activator] | 32* | 147%[activator] | 3%
COC(=O)c1sc(N)c(C(=O)OC)c1COC(=O)CCNS(=O)(=O)c1ccc(C)cc1 | -7 | 0% | ? | 1 | 10µM* | ?
CCOC(=O)[C@@H](C)N(Cc1ccc(OC)cc1)S(=O)(=O)N(Cc1ccccc1)[C@H](C(=O)OC)C(C)C | · | · | 10µM* | · | ? | ?
COc1ccc(-c2c[n+]3c(n2-c2ccccc2)SCC3)cc1 | -9 | -1% | ? | 1 | ? | ?
COc1cccc(NC(=O)COC(=O)c2ccccc2C(=O)N2CCN(c3ccccc3)CC2)c1 | 4 | -3% | -9% | 2 | -16% | ?
Cc1ccc(C(=O)NCCc2nnc3ccc(N4CCCC4)nn23)cc1 | -7 | · | 25% | 3 | -15% | -12%
Fc1ccccc1-c1nnc2ccc3ccccc3n12 | · | -15% | 8% | -4 | ? | -8%
CCOC(=O)C1=C(O)C(=O)N(CCCn2ccnc2)C1c1ccc(C)cc1 (configuration not stated) | -1 | -16% | ? | -1 | -8% | 7%
C#CCN(CC=C)C(=O)c1cccc(OC2CCN(S(C)(=O)=O)CC2)c1 | -3 | 1% | 2% | 3 | ? | -13%
CC(=O)NC(C)C(=O)OCC(=O)c1ccc(-c2ccccc2)cc1 (configuration not stated) | 49* | 3% | 24% | 16* | 35%[activator] | -1%
CCN(CC)CCn1c2c(c(SCC(=O)Nc3ccc4c(c3)OCCO4)nc1=O)CCC2 | · | · | ? | · | 2.1µM* | 12%
CC1c2[nH]c3ccccc3c2C[C@H]2C(=O)N(CCCO)CC(=O)N12 (some centres not stated) | -7 | 2% | 2% | -9 | 13% | 16%
O=C(COc1ccc(C(=O)NCCc2ccccc2)cc1)Nc1ccccc1 | -8 | 1% | 7% | -2 | 4.1µM* | 2%
CCOC(=O)c1[nH]c(C)c(C(=O)OCc2ccccc2F)c1C | 25 | -15% | -15% | 12* | -26% | 3.2µM*
COCCN(C(=O)C1CC(=O)N(Cc2ccc(C)cc2)C1)c1c(N)n(CC(C)C)c(=O)[nH]c1=O (configuration not stated) | · | · | ? | · | -10% | 7%
CCC(CC)C(=O)Nc1ccc(C)cc1O | 16 | -8% | 43%[activator] | 15 | -4% | -24%
CCOc1ccc2oc(C(=O)OCC(=O)NC3CCCCC3)c(C)c2c1 | · | · | 1% | · | 0% | -23%
COc1ccc(S(=O)(=O)N2CCN(C(=O)/C=C/c3ccco3)CC2)cc1 | · | · | ? | · | 23% | -2%
Cc1ccc(S(=O)(=O)N2CCCCC2)cc1NC(=O)c1ccc(Br)o1 | · | · | 7.4µM* | · | ? | -26%
CN1CCN(C(=O)/C=C/c2cccc(Cl)c2)CC1 | 20 | -2% | -5% | 17* | 0% | 1%
NS(=O)(=O)c1ccc(NC(=O)c2ccc3c(c2)CCN3S(=O)(=O)c2ccccc2)cc1 | -8 | 2% | -22% | -2 | 4% | 32µM*
COc1cc(C(=O)NCc2nnc(SCC(=O)N3CCCC3)o2)cc(OC)c1OC | -4 | · | 24% | -2 | -5% | 14%
O=C(NNC(=O)c1ccccc1)C(=O)N1CCCCC1 | 15 | 1% | 20% | -2 | 0% | 20%
CC(=O)c1c(C(C)=O)c(C)n(-c2nc(-c3ccccc3)c(C)s2)c1C | -9 | 3% | ? | -3 | 28% | 3%
Cc1nn(-c2ccccc2)c(N2CCCC2)c1/C=C1\N=C(c2ccccc2)OC1=O | -8 | 0% | -3% | -2 | 29% | 12%
O=C(CCl)NNc1nc(-c2ccccc2)c2cc(Cl)ccc2n1 | -7 | -13% | 4% | -5 | ? | ?
CCOC(=O)C1=C(C)Nc2nc(=S)[nH]n2C1c1ccc(Cl)cc1 (configuration not stated) | -12 | -1% | -8% | -3 | -3% | -10%
COc1cc(C(=O)Nc2nnc(C)s2)c([N+](=O)[O-])cc1OC | -4 | -10% | 23% | -4 | 24% | 2%
O=C(CCC(=O)N(CC(=O)NC1CCCCC1)c1ccc(F)cc1)Nc1nccs1 | -4 | -1% | ? | -2 | 17% | 7%
CC(C)Oc1ccc(CNC(=O)C2CCN(C(=O)N3CCOc4ccccc43)CC2)cc1 | -3 | 1% | ? | 0 | ? | -25%
COc1ccc(-n2c(SCC(N)=O)nnc2-c2ccc(NS(=O)(=O)c3ccc(C)cc3)cc2)cc1 | -11 | 0% | · | -3 | 10µM* | 10%
NC(=O)c1cc(C(N)=O)nc(Cl)n1 | -6 | 2% | ? | -2 | ? | -6%
N/C(=N\OC(=O)CN1C(=O)c2ccccc2C1=O)c1ccc(Cl)cc1 | 11 | 4% | 21% | 1 | 137%[activator] | 6%
CCn1c(=O)n(CC)c2cc(S(=O)(=O)Nc3cc(C)cc(C)c3C#N)ccc21 | -4 | 19% | ? | -5 | · | 2%
O=P(O)(c1ccc(Cl)cc1)c1ccc(Cl)cc1 | -9 | 1% | ? | -1 | ? | 5%
CCOC(=O)Nc1ccc2c(COC(=O)CNS(=O)(=O)c3ccc(NC(C)=O)cc3)cc(=O)oc2c1 | 15 | 0% | 31%[activator] | 9 | 42%[activator] | -23%

Individual results from the list:
CCOC(=O)Nc1ccc2c(COC(=O)CNS(=O)(=O)c3ccc(NC(C)=O)cc3)cc(=O)oc2c1 | HCV inh = -23%
COc1ccc(-n2c(SCC(N)=O)nnc2-c2ccc(NS(=O)(=O)c3ccc(C)cc3)cc2)cc1 | Pf growth 96h = 10µM*

Remaining list, next part
SMILES | Shiga inhibitor | FBPA Giardia inh | Pf growth 48h | Cycloheximide cs | Pf growth 96h | HCV inh
COc1ccc(S(=O)(=O)N(C(=O)c2ccco2)c2cc3sc(=O)oc3c3ccccc23)cc1 | -4 | ? | ? | -2 | 44%[activator] | 0%
O=C(N/N=C/c1ccc(O)cc1)c1cccc(N/N=C/c2ccc(O)cc2)c1 | 60* | -3% | 262%[activator] | 37* | 50%[activator] | ?
CC1CCCCC1NC(=O)C1CCCN(S(=O)(=O)c2ccc(-n3cnnn3)cc2)C1 (configuration not stated) | -14 | -9% | -8% | -4 | ? | 3%
Cc1cnc(NC(=O)COc2ccccc2Cl)s1 | -15 | -2% | 0% | 11 | · | -7%
Cc1[nH]nc2cn[nH]c12 | -57 | 4% | 10% | -6 | 18% | 6%
O=C(NCCCN1CCOCC1)C(=O)N/N=C/c1ccccc1O | 2 | 18% | ? | 3 | 12% | 18%
COc1ccc(NC(=O)CSc2nccn2-c2ccccc2)cc1 | 39 | 2% | 15% | 22* | 2% | 2%
CCSc1ccccc1C(=O)N1CCC2(CC1)CC(=O)c1ccccc1O2 | · | · | ? | · | ? | -7%
COc1ccccc1OCC(=O)Nc1ccc(N2CCCCC2)cc1 | 18 | -5% | -65% | 14 | 21% | -8%
CC(/C=N/Nc1nnc(C)c(=O)[nH]1)=C\c1ccccc1 | 81* | -5% | 4% | 26* | 117%[activator] | 15%
CC(C)CN1C(=O)C(=O)N(CC(=O)c2ccc3c(c2)CCCC3)C1=O | · | · | 25% | · | 33%[activator] | -10%
CCOC(=O)COc1cccc2c(=O)n(CC(=O)NCc3ccc(F)cc3)ccc12 | -15 | 2% | -7% | -3 | 26% | 10%
COc1ccc(C2=CC(=O)C[C@H](c3ccc(F)cc3)C2)c(OC)c1 | · | · | ? | · | ? | ?
O=C(NCCNCc1ccccn1)c1ccco1 | 2 | -18% | -1% | -4 | ? | -6%
CCc1nn(C(C)C(=O)NCCc2ccccc2)c(=O)c2cc3occc3n12 (configuration not stated) | 11 | · | 7% | 11 | ? | -29%
CCCCCOC(=O)Nc1ccc(S(=O)(=O)Nc2cccc([N+](=O)[O-])c2)cc1 | -5 | 0% | -4% | -1 | ? | ?
COc1ccc(N2C(=S)NC(C)(C)CC2(C)c2ccc(OC(C)=O)cc2OC(C)=O)cc1 (configuration not stated) | -8 | -1% | -2% | -1 | ? | ?
CC(C)CC(=O)NS(=O)(=O)c1ccc(NC(=O)c2ccco2)cc1 | 40 | -1% | 1% | 10 | 0% | 5%
C=CCn1c(SCc2ccccc2C#N)nnc1-c1cc(Br)ccc1O | 3 | -5% | 2.3µM* | -5 | -1% | -8%
C#CCOCCOCCOCCNc1nc(N2CCN(C(=O)CCCCCCCCCCNC(=O)[C@H]([C@@H](C)CC)n3cc(CCCCN=C(N)N)nn3)CC2)nc(N2CCN(C(=O)CCCCCCCCCCNC(=O)[C@@H]([C@H](C)O)n3cc(C)nn3)CC2)n1 | · | · | 1.9µM* | · | ? | ?
Cn1c(SCc2nc(-c3ccc(Br)cc3)no2)nnc1-c1ccco1 | -39 | 0% | · | -4 | ? | ?
O=C1CC(NCCc2ccccc2)C(=O)N1CCc1ccccc1 (configuration not stated) | -6 | 1% | -3% | 6 | 23% | 4%
COC(=O)c1ccc(CSc2nc(N3CCOCC3)c3c(c2C#N)CC(C)(C)OC3)o1 | -12 | -26% | 8.3µM* | 6 | 157%[activator][5.75 µM] | 8%
O=C(Cc1cccs1)Nc1ccccc1-c1nc2ccccc2[nH]1 | -2 | -5% | ? | -4 | 8% | ?
CC(C)NC(=O)NC(=O)COC(=O)Cc1c(F)cccc1Cl | 21 | -10% | -6% | -1 | 6% | 7%
C/C(=N/NC(=O)C(=O)N/N=C(/C)c1ccccc1)c1ccccc1 | 14 | 0% | 9% | 8 | 0% | ·

Part of the list above in order of heavy-atom count, lowest first.
SMILES | Shiga inhibitor | FBPA Giardia inh | Pf growth 48h | Cycloheximide cs | Pf growth 96h | HCV inh
CC(C)NC(=O)NC(=O)COC(=O)Cc1c(F)cccc1Cl | 21 | -10% | -6% | -1 | 6% | 7%
O=C1CC(NCCc2ccccc2)C(=O)N1CCc1ccccc1 (configuration not stated) | -6 | 1% | -3% | 6 | 23% | 4%
Cn1c(SCc2nc(-c3ccc(Br)cc3)no2)nnc1-c1ccco1 | -39 | 0% | · | -4 | ? | ?
C=CCn1c(SCc2ccccc2C#N)nnc1-c1cc(Br)ccc1O | 3 | -5% | 2.3µM* | -5 | -1% | -8%
COC(=O)c1ccc(CSc2nc(N3CCOCC3)c3c(c2C#N)CC(C)(C)OC3)o1 | -12 | -26% | 8.3µM* | 6 | 157%[activator][5.75 µM] | 8%
C#CCOCCOCCOCCNc1nc(N2CCN(C(=O)CCCCCCCCCCNC(=O)[C@H]([C@@H](C)CC)n3cc(CCCCN=C(N)N)nn3)CC2)nc(N2CCN(C(=O)CCCCCCCCCCNC(=O)[C@@H]([C@H](C)O)n3cc(C)nn3)CC2)n1 | · | · | 1.9µM* | · | ? | ?

Grouped by structure: those above with two or more sulfur atoms.
SMILES | Shiga inhibitor | FBPA Giardia inh | Pf growth 48h | Cycloheximide cs | Pf growth 96h | HCV inh
CC1CCCC(NC(=S)Nc2ccc(SC(F)F)cc2)C1C (configuration not stated) | 36 | -10% | ? | 25* | · | 32µM*
COC(=O)c1sc(N)c(C(=O)OC)c1COC(=O)CCNS(=O)(=O)c1ccc(C)cc1 | -7 | 0% | ? | 1 | 10µM* | ?
NS(=O)(=O)c1ccc(NC(=O)c2ccc3c(c2)CCN3S(=O)(=O)c2ccccc2)cc1 | -8 | 2% | -22% | -2 | 4% | 32µM*
COc1ccc(-n2c(SCC(N)=O)nnc2-c2ccc(NS(=O)(=O)c3ccc(C)cc3)cc2)cc1 | -11 | 0% | · | -3 | 10µM* | 10%
COc1ccc(S(=O)(=O)N(C(=O)c2ccco2)c2cc3sc(=O)oc3c3ccccc23)cc1 | -4 | ? | ? | -2 | 44%[activator] | 0%
